p97 inhibitor – inhibitors of human p97 ATPase, primary screen, biochemical; inhibition, % at 8 µM; Transitional endoplasmic reticulum ATPase (Homo sapiens), P55072; recombinant p97 ATPase, Kinase-Glo ATP luminescence, 3 h; 0.42% of 220,000 active; in the data active = inhibition above about 15%;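 also: 0% = DMSO vehicle and 100% = wells lacking enzyme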
thrombin 1536 – human alpha-thrombin inhibitors, primary screen, counter-screen for coagulation protease inhibitor project, biochemical, 1536-well, fluorogenic AMC substrate; Prothrombin (Homo sapiens), P00734; AID 1046, 2008; inhibition, % at 5 µM; 0.26% of 220,000 active; Boc-VPR-AMC fluorogenic substrate cleavage;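 active = inhibition at or above 40%; inactive = inhibition below 40%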;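 also: 0% = enzyme with no compound and 100% = wells without enzyme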
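Material: human alpha-thrombin protein. Incubation: reaction at ambient temperature. Technique: fluorescence of released AMC, ex 355 nm, em 460 nm. Control set: no-compound enzyme wells and no-enzyme blanks. Also added: Boc-VPR-AMC substrate, 15 µM final. Buffer or medium: pH 7.5 Tris (50 mM) with NaCl 150 mM, Tween 20 0.05%.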
FXIIa inh 1536 – human FXIIa protease inhibitors, primary screen, biochemical, 1536-well. AID 800, 2007. purified FXIIa, Boc-QGR-AMC fluorogenic substrate, 2 h. inhibition, % at 5 µM. Coagulation factor XII (Homo sapiens), P00748. 0.3% of 220,000 active; in the data active = inhibition above about 40%;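 also: 0% = enzyme with no compound and 100% = blank without enzyme; many of its hits are not listed in these tables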
Furin inhibitor – human furin inhibitors, primary screen, biochemical, fluorescence intensity; P09958; purified furin, fluorogenic substrate cleavage; inhibition, % at 30 µM; 0.061% of 220,000 active; in the data active = inhibition above about 25%; also: inactives centre near -15
hK5 inh – human KLK5 protease inhibitors, primary screen, biochemical, 1536-well. inhibition, % at 5 µM. Kallikrein-5 (Homo sapiens), Q9Y337. recombinant hK5, fluorogenic AMC substrate cleavage. 0.59% of 210,000 active;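 active = inhibition of 40% or more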;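 also: 0% = enzyme controls without compound and 100% = no-enzyme blanks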
KCC2 mod – KCC2 cotransporter modulators, thallium flux, primary screen, cell-based, HEK293 KCC2, FluoZin-2 fluorescence, MLSMR; Solute carrier family 12 member 5 (Homo sapiens), Q9H2X9; KCC2 cells, thallium flux FluoZin-2 fluorescence; B-score of Tl+ flux slope (higher = more flux/activation; lower = inhibition) at 10 µM; 2.2% of 190,000 active;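 active = thallium flux slope and its plate-corrected score both differing from the plate sample mean at a set confidence after two filtering rounds, in either direction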;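 also: slope of fluorescence scaled to starting intensity during 10 to 20 s after thallium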
PERK inhibitor – block of dimerizer-induced PERK translation repression, primary screen, PERK inhibitor project, CHO PERK-DD cells, SEAP luminescence, HTS; CHO PERK-DD fusion, SEAP luminescence translation reporter; 0.17% of 220,000 active; inhibition, % at 5.6 µM; AID 1416, 2008;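 active = inhibition above the mean inhibition of all tested compounds plus 3 SD, set separately per screening campaign, cut at about 2.9% in these data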;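 also: PERK kinase domain activated by AP20187 dimerizer at 100 nM; 0% = DMSO with dimerizer and 100% = rapamycin at 8.4 µM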
Target sequence (Q9NZJ5 whole entry, looked up, the tested form may be a part): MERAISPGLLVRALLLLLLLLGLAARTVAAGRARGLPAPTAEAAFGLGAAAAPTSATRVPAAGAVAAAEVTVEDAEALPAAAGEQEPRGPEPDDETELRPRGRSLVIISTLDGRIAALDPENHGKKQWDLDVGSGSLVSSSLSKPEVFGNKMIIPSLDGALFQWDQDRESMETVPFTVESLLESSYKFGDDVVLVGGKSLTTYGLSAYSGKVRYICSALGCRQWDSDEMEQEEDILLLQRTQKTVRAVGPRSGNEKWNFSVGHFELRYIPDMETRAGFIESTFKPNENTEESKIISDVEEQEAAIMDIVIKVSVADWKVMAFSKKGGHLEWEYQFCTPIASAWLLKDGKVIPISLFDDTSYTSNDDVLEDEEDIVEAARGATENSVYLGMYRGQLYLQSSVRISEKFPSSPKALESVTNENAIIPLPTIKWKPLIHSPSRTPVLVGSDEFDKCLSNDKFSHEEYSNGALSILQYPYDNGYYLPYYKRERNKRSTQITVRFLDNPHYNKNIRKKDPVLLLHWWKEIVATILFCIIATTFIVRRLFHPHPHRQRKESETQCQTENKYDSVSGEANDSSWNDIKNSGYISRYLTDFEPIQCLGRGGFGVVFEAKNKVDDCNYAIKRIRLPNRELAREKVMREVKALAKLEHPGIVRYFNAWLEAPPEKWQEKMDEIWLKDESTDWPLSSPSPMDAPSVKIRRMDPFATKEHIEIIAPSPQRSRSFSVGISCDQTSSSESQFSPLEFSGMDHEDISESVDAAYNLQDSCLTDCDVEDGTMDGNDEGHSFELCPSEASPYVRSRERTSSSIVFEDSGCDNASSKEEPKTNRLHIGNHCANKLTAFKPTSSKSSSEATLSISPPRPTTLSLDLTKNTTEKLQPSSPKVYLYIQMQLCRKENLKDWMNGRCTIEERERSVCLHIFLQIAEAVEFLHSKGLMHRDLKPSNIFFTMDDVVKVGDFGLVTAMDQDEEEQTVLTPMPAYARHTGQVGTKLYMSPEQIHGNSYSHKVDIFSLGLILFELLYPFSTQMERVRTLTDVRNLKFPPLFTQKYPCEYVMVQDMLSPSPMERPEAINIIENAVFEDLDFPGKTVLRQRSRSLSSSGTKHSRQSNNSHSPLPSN
Wee1 stabilizer – Wee1 degradation inhibitors, primary screen, cell-based, HeLa, Wee1K328M-luciferase, luminescence; HeLa Luc-Wee1K328M stability; 100% = proteasome inhibitor MG132 effect; reporter increase, % at 5 µM; 1.2% of 220,000 active;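 active = activation above the mean of all tested compounds plus 3 SD, set per screening run, cut at about 8.8% in these data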;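 also: cells exposed to compound for 20 h before luminescence read; 0% = DMSO alone and 100% = MG132 at 30 µM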
FXIa inh 1536 – human FXIa protease inhibitors, primary screen, biochemical, 1536-well; Coagulation factor XI (Homo sapiens), P03951; purified FXIa, Boc-Glu-Ala-Arg-AMC fluorogenic substrate; inhibition, % at 5 µM; 0.14% of 220,000 active; AID 798, 2007;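 active = inhibition of at least 40%; inactive = inhibition below 40%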;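 also: fluorescence of freed AMC excited at 355 nm; 0% = enzyme without compound and 100% = no enzyme blank; many of its hits are not listed in these tables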
Starred values were filed as active, the others as inactive; · = not tested or not shown; [ ] = dose if it differs, or a comment.

SMILES	p97 inhibitor	thrombin 1536	FXIIa inh 1536	Furin inhibitor	hK5 inh	KCC2 mod	PERK inhibitor	Wee1 stabilizer	FXIa inh 1536
C=CCN(CC=C)CCOc1cccc(Oc2ccccc2)c1	-7	1	9	-15	5	-1.5	0.3	3	5
COc1ccc(NC(=O)C(C)N2c3cccc4cccc(c34)S2(=O)=O)cc1OC (stereo not drawn)	-1	-3	4	-8[20 µM]	-11	-1.1	-1.0	0	-1
Cc1cc(=O)[nH]c(SCC(=O)NN(c2ccccc2)c2ccccc2)n1	7	-3	5	-14	-2	-2.3	-0.6	-2	1
CCN1C(=O)CC(N2CCN(C(c3ccccc3)c3ccccc3)CC2)C1=O (stereo not drawn)	-3	3	14	-14[20 µM]	-11	0.61	-0.9	-2	0
CCOc1nc2ccccc2cc1C=O	6	-2	9	-12	16	-0.044	-0.2	-3	-3
Cc1ccc2c(c1)c1cccc3c1n2CCN3CCC(N)=O	9	-1	4	-24	-121	0.56	0.9	0	-8
CCn1c(SCC(=O)N2CCc3ccccc3C2)nc2c1c(=O)n(C)c(=O)n2C	2	-13	7	-19	-12	0.36	0.2	1	-4
O=C(CSC1CC(=O)N(CCc2ccccc2)C1=O)Nc1cccc(Cl)c1 (stereo not drawn)	-2	-2	1	-18	-3	-1.4	0.0	2	-3
COc1cc(NC(=O)c2ccccc2-c2ccccc2)cc(OC)c1OC	-4	0	-3	-21	-16	0.047	0.0	1	-1
O=C(COc1ccc2ccccc2c1)NNC(=O)Cc1ccccc1	4	-2	-2	-9	-12	-0.78	1.0	-1	2
Cc1cccc(NC(=O)C2COc3ccccc3O2)n1 (stereo not drawn)	-3	0	8	-13	0	0.16	-0.6	0	1
CC(C)C(=O)Nc1ccc(N2CCN(c3ccc(F)cc3)CC2)cc1	5	4	7	-25	4	-0.049	0.1	-2	1
CCC1(C)N([O-])C(C)=C(c2ccccc2)[N+]1=O (stereo not drawn)	1	-2	0	-25[20 µM]	-6	0.34	0.0	-3	8
Cc1ccccc1N1C(=O)C2C3C=CC(C2C1=O)N(C)C3=O (stereo not drawn)	4	-2	13	-26[20 µM]	-5	-0.99	0.9	-2	7
CCCCCCc1cc2cc(C(=O)Nc3ccccc3)c(=O)oc2cc1O	5	0	9	-10	-20	1.5	1.2	-2	8
Cc1cccc(OCCNc2nc3c(c(=O)n(C)c(=O)n3C)n2C)c1	0	-2	6	-17	0	·	0.4	0	-5
O=C(NC(Cc1c[nH]c2ccccc12)C(=O)N/N=C/c1ccc(Br)cc1)c1cccs1 (stereo not drawn)	8	-4	5	-24	-3	0.0019	0.6	-1	-2
O=S(=O)(O)c1nc2ccccc2n1Cc1ccc(Cl)cc1	3	3	8	-20	3	-1.5	2.4	3	0
CCCC(=O)C1=C(O)C(C(=O)OC)C(C)(C)CC1=Nc1ccc(N)cc1 (stereo not drawn)	-6	-14	-14	-3[20 µM]	0	-0.56	0.3	0	-4
Cc1ccc(S(=O)(=O)N2CCOCC(=O)NCCOCCNC(=O)COCC2)cc1	6	-7	6	-20	-1	0.66	1.5	1	-4

Single records, from the list above.
`CCn1c(SCC(=O)N2CCc3ccccc3C2)nc2c1c(=O)n(C)c(=O)n2C` reads p97 inhibitor: 2; thrombin 1536: -13; FXIIa inh 1536: 7; Furin inhibitor: -19; hK5 inh: -12; KCC2 mod: 0.36; PERK inhibitor: 0.2; Wee1 stabilizer: 1; FXIa inh 1536: -4
`CCOc1nc2ccccc2cc1C=O` reads p97 inhibitor: 6; thrombin 1536: -2; FXIIa inh 1536: 9; Furin inhibitor: -12; hK5 inh: 16; KCC2 mod: -0.044; PERK inhibitor: -0.2; Wee1 stabilizer: -3; FXIa inh 1536: -3

(further entries)
SMILES	p97 inhibitor	thrombin 1536	FXIIa inh 1536	Furin inhibitor	hK5 inh	KCC2 mod	PERK inhibitor	Wee1 stabilizer	FXIa inh 1536
COc1ccc(C2CC(=O)C=C(NCc3ccccc3)C2)cc1 (stereo not drawn)	4	3	11	-24	-1	-2.8	0.8	0	-4
C[C@H]1C(=O)N(C)CCN1C(=O)c1ccccc1OC1CCN(S(C)(=O)=O)CC1	3	-7	2	-18	-4	-0.019	0.5	2	-7
COCCNC(=O)c1ccc2c(c1)NC(=O)CS2	5	3	2	-25	10	-0.11	1.2	-2	3
N#C/C(=C\c1ccc(-c2cccc([N+](=O)[O-])c2)o1)c1nnc(N2CCOCC2)n1-c1ccccc1	0	-3	12	-7	10	-0.25	-0.1	1	1
COCCN1C(=O)C(O)=C(C(C)=O)C1c1ccc(OC)c(OC)c1 (stereo not drawn)	-2	-2	5	-16	-3	·	0.4	1	-5
Nc1nc(-c2ccccc2)c(-c2ccccc2)s1	-1	10	12	-23[20 µM]	-22	0.013	0.3	1	5
Cc1[nH]c2ccccc2c1C(=O)CSc1nc2ccccc2[nH]1	3	3	6	-14[20 µM]	-5	·	-1.8	3	6
CN(C)S(=O)(=O)c1ccc(Cl)c(NC(=O)COC(=O)/C=C/c2ccc(S(=O)(=O)N3CCOCC3)cc2)c1	14	0	15	-21	-8	0.079	0.2	-1	9
Cc1ccc2c(c1)C(C)(C)[C@]1(C)NC(=O)CCN21	0	-1	17	-15	-7	-0.78	1.0	-2	1
CN(NC(=O)c1ccc(Cl)cc1Cl)C1=NS(=O)(=O)c2ccccc21	1	-7	8	-27	2	0.4	0.3	0	-1
CCN1CCN(C(=O)C2=C(C(=O)O)CCCC2)CC1	0	2	16	-30	7	0.7	0.0	4	-13
Cc1cccc(C(=O)NNC(=O)C2CCCO2)c1 (stereo not drawn)	3	-5	5	-3[20 µM]	20	·	1.1	2	-2
CSc1nncn1/N=C/c1cc(Cl)ccc1F	3	-13	-4	-25	-16	0.084	-0.1	3	-13
CN1CCN(c2ccccc2NC(=O)c2ccc(N3CCCC3)c([N+](=O)[O-])c2)CC1	1	6	-4	-13	-17	0.48	1.6	1	-3
COc1ccc2c(c1)c(C(=O)N/N=C/c1cccc(O)c1)c(C)n2C	-1	-7	5	3	-19	-0.076	-0.5	5	-2
Cc1occc1C(=O)N=Nc1c(O)[nH]c2ccc(Br)cc12	4	-7	17	-2	-11	0.54	1.2	-2	5
COc1ccccc1/C=C/C=N/n1c(-c2cc(-c3ccccc3)n[nH]2)n[nH]c1=S	2	0	7	-28	5	-0.73	0.1	2	9
CC1Cc2nc(SCC(=O)Nc3ccc4c(c3)OCO4)n(Cc3ccccc3)c(=O)c2S1 (stereo not drawn)	-1	-3	14	-3[20 µM]	-5	0.004	-1.6	1	9
COc1cc2c(cc1OC)C(c1ccc3c(c1)OCO3)CC(=O)N2 (stereo not drawn)	3	3	-8	-11[20 µM]	10	·	1.0	-1	-4
CCCCC(=O)N(c1ccc(C(=O)O)cc1)c1nc(-c2ccc(Cl)cc2)c(CC)s1	2	4	5	-25	-7	-1.8	0.6	0	-3

Part of the list above, limited to Wee1 stabilizer, PERK inhibitor and hK5 inh.
| smiles | Wee1 stabilizer | PERK inhibitor | hK5 inh |
| --- | --- | --- | --- |
| CCN1CCN(C(=O)C2=C(C(=O)O)CCCC2)CC1 | 4 | 0.0 | 7 |
| COCCNC(=O)c1ccc2c(c1)NC(=O)CS2 | -2 | 1.2 | 10 |

A few values from the list.
Cc1occc1C(=O)N=Nc1c(O)[nH]c2ccc(Br)cc12 – thrombin 1536: -7
CC1Cc2nc(SCC(=O)Nc3ccc4c(c3)OCO4)n(Cc3ccccc3)c(=O)c2S1 (stereo not drawn) – thrombin 1536: -3

Continuation:
SMILES	p97 inhibitor	thrombin 1536	FXIIa inh 1536	Furin inhibitor	hK5 inh	KCC2 mod	PERK inhibitor	Wee1 stabilizer	FXIa inh 1536
COC(=O)c1ccc(Oc2cc(C)nc(SC)n2)cc1	-6	3	8	-8[20 µM]	-1	0.86	0.4	2	-1
O=C(O)c1ccccc1C(=O)Nc1cccc([N+](=O)[O-])c1	5	-5	6	-12	-2	0.95	1.5	5	1
S=c1[nH]nc(Cn2cnc3ccccc32)n1-c1ccccc1Cl	7	-3	5	-11	-1	0.66	1.9	2	5
O=C(OCC(=O)N1CCN(c2ccccc2)CC1)c1ccco1	0	-3	2	-28	-7	·	1.7	0	0
C=CCc1ccc(OCCCCN2CC(C)OC(C)C2)c(OC)c1 (stereo not drawn)	0	2	-1	-21[20 µM]	-6	·	-1.2	3	3
O=C1CN(C(=O)c2cnccn2)c2ccccc2N1	-1	-1	12	-12	-20	1.3	1.7	1	1
CCOP(=O)(c1ccc(N(C)C)cc1)C(O)c1ccc(Cl)cc1 (stereo not drawn)	5	-9	15	-16	-3	-5*	0.1	3	4
Cc1cc(C)n(-c2nc3ccccc3n3nnnc23)n1	6	-5	-17	-14	-15	1.1	0.7	-3	-17
CC(C)(C)NC(=O)C(=O)N/N=C/c1cccs1	1	-2	7	-8[20 µM]	-15	0.48	1.6	1	2
CN(Cc1ccccc1)Cc1nc2c(c(=O)n(C)c(=O)n2C)n1CCc1ccccc1	0	·	·	-17[20 µM]	·	-0.28	-1.5	5	·
Fc1ccc2c(Cl)c(-c3nnc(-c4cccs4)o3)sc2c1	6	2	12	-38	-36	0.31	1.0	-3	-7
CCCC(C)NC(=O)CSc1nc(-c2ccccc2)cn1N (stereo not drawn)	-7	-14	1	-14	-3	0.17	-0.9	2	-6
Cc1nnc(SCCn2c(N(C)Cc3ccccc3)nc3c2c(=O)[nH]c(=O)n3C)s1	0	-1	11	-6	-7	-0.02	-0.5	-1	-1
CC(=O)Nc1ccc(NC(=O)C2CCN(C(=O)c3ccc([N+](=O)[O-])cc3)CC2)cc1	2	-7	·	-16	-3	-0.76	-0.2	-1	-3
Cn1c(SC/C=C/c2ccccc2)nnc1-c1cnccn1	2	0	18	-8[20 µM]	5	·	-0.1	-2	2
Nc1ccccc1SCC1CSc2nc3ccccc3c(=O)n21 (stereo not drawn)	2	2	3	-20	-6	-0.14	2.0	7	-1
COc1ccc(C(=O)NCC(=O)OCC(=O)Nc2cc([N+](=O)[O-])ccc2F)cc1	3	1	-3	-31	-20	-0.27	0.1	-2	-6

3 entries from above, ordered by number of heavy atoms, highest first.
SMILES	p97 inhibitor	thrombin 1536	FXIIa inh 1536	Furin inhibitor	hK5 inh	KCC2 mod	PERK inhibitor	Wee1 stabilizer	FXIa inh 1536
Cn1c(SC/C=C/c2ccccc2)nnc1-c1cnccn1	2	0	18	-8[20 µM]	5	·	-0.1	-2	2
O=C1CN(C(=O)c2cnccn2)c2ccccc2N1	-1	-1	12	-12	-20	1.3	1.7	1	1
CC(C)(C)NC(=O)C(=O)N/N=C/c1cccs1	1	-2	7	-8[20 µM]	-15	0.48	1.6	1	2

Screening results (PubChem BioAssay)
